PKM2 activator: activators of human pyruvate kinase M2. P14618. AID 1631. 0.34% of 260,000 active. Potency, µM (series often up to 57.5 µM), for inactives: top-dose activation, usual class: activators. purified PKM2, Kinase-Glo ATP luminescence, activation; response scale: 0% is enzyme alone, no compound; further: potency means the concentration at half of the fitted maximal effect; nearly all actives have a fitted effect of over 55% in size
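Purified hPK-M2 (>95% pure) converted ADP (0.1 mM final) to ATP with 0.5 mM PEP in 50 mM imidazole pH7.2, KCl, MgCl2, Tween 20, BSA; 1 h at room temperature. ATP detected by Kinase-Glo luminescence.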
hERG WT inh: inhibitors of human wildtype KCNH2 potassium channel; U2OS, BacMam KCNH2, thallium flux FluxOr; active compounds read low; activity change, % at 1.84 µM; 0.37% of 340,000 active;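 active means maximum activity change below -70%; inconclusive means maximum activity change between -70% and -50%; inactive means maximum activity change above -50%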
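U2OS cells transduced with wild-type KCNH2 virus are loaded with FluxOr dye for 45 min, and thallium flux is measured in kinetic reads before and after stimulation buffer. Rate constants are normalized to DMSO controls.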
Coupling enz: counter-screen for Giardia aldolase inhibitors: coupling enzyme system; coupling enzyme system counterscreen, AmpLite Red fluorescence; activity change, negative = inhibition, % at 58.2 µM, hits read low; 0.67% of 290,000 active; in the data active means activity change below about -30%
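Compounds tested against the coupling enzymes alone at 57.5 uM final; readout was AmpLite Red fluorescence (525/598 nm) after 20 min at RT.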
BCR signal inh: blocks chronic active B-cell receptor signaling; Potency, µM (doses to about 46.1 µM), for the others: at the highest dose ratio change, negative = lower green/red ratio, most hits filed as inhibitors; 0.05% of 340,000 active; ABC-DLBCL IkBa-CBG/CBR reporter, luminescence ratio, 4 h; active means well fitted inhibition curve with a large enough effect in the signal ratio, with a control signal flat, not every such curve was filed as active; inconclusive means small, poorly fitted or top-dose-only effect, or effect the other way, or a change in a side signal; the % refers to the signal ratio;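 further: potency means the concentration at half of the fitted maximal effect; plate controls were basal doxycycline-induced cells for no effect and cells given 10 µM MG132 for full effect; MG132 reads +100%, hits lower the ratio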
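TMD8 ABC-DLBCL cells carrying doxycycline-inducible green luciferase fused to IkappaBalpha plus unfused red luciferase were exposed to compounds (up to 46 uM) for 4 hrs at 37C. Activity came from the overlap-corrected green/red luminescence ratio.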
B2AR arrestin: agonists driving beta-arrestin recruitment to human beta2-adrenergic receptor | beta-arrestin recruitment to beta2AR, cell-based reporter | Potency, µM (highest dose often 46.1 µM), inactives show at the highest dose activation, usual class: activators | P07550 | 0.02% of 330,000 active;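 further: potency means the concentration at half of the fitted maximal effect; 0% = DMSO controls and full agonism = EC100 isoproterenol or metaproterenol; nearly all actives have a fitted effect of over 65% in size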
Target sequence (P07550 whole entry, looked up): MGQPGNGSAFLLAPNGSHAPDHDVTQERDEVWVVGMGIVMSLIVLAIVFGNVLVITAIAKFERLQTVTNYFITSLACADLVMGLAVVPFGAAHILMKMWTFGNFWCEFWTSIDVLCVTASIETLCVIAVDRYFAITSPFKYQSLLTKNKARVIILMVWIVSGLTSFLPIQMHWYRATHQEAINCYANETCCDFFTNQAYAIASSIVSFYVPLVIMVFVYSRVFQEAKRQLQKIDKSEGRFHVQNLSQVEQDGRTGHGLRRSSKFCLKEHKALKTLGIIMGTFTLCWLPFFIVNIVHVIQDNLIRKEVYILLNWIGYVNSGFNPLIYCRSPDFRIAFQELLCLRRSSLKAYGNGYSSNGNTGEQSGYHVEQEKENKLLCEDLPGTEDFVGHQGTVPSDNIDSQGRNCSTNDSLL
GALK inh: blocks human galactokinase activity | Purified GALK, Kinase-Glo residual ATP luminescence | P51570 | AID 1868 | 0.007% of 270,000 active | Potency, µM (highest dose often 57.5 µM), for inactives: top-dose activity change, negative = inhibition, actives largely listed as inhibitors; further: potency means the concentration at half of the fitted maximal effect
Target sequence (P51570 whole entry, looked up): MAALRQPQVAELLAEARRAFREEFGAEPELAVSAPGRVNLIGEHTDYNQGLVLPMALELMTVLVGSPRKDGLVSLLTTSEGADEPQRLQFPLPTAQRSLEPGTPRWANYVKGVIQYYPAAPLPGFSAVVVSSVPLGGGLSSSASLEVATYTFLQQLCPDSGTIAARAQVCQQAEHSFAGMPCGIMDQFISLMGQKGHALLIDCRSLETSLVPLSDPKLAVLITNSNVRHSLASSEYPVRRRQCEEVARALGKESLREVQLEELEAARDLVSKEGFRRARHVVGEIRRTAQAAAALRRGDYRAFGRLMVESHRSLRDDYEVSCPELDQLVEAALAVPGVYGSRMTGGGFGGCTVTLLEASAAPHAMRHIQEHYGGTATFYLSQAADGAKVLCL
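5 nM enzyme, 35 uM ATP, 100 uM galactose, 20 mM HEPES pH8.0, 5 mM MgCl2; 1 h RT; residual ATP by Kinase-Glo Plus luminescence, qHTS format.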
USP2a block: blocks human ubiquitin-specific protease USP2a. USP2 core, Ub-CHOP2 coupled fluorogenic reporter, 485/531. Potency, µM (top dose mostly 38.3 µM), without a hit: at the highest dose activity change, negative = inhibition, most hits filed as inhibitors. 0.01% of 330,000 active;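 further: potency means the concentration at half of the fitted maximal effect; plate controls were DMSO wells for no effect and full inhibition by NEM control for full effect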
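Deubiquitinase activity read as fluorescence (485/531 nm) after Ub-CHOP2 cleavage activates the enterokinase reporter on its substrate; USP2 core 10nM, Ub-CHOP2 and substrate 25nM each, 30min compound preincubation then 60min RT; data normalized to NEM, curves fitted.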
Giardia kill: kills Giardia lamblia; 0.15% of 340,000 active; activity change, % at 7.66 µM, hits read low; Giardia lamblia trophozoite viability; in the data active means activity change below about -80%; inconclusive means between about -30% and that limit;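 further: parasites exposed to compound for two days anaerobically before the ATP read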
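Giardia lamblia trophozoites (100 cells/well) were incubated with compounds for 48 h at 37 deg C under anaerobic conditions. Viability was read as ATP content by one-step luminescence after 15-30 min at room temperature.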
uPA generation: blocks generation of uPA at the cell surface | Potency, µM (titrated, usually from 38.3 µM), inactives show at the top dose activity change, negative = inhibition, usual class: inhibitors | cell surface uPA generation assay, qHTS | 0.31% of 330,000 active; active means well fitted inhibition curve with a large enough effect; inconclusive means small, poorly fitted or top-dose-only effect; inactive means no such curve, though single readings can be large or run the other way; tested in mouse RAW 264.7 cells; further: potency means the concentration at half of the fitted maximal effect; nearly all actives have a fitted effect of over 55% in size
Eya2 inh: inhibitors of human Eya2 phosphatase activity; O00167; recombinant Eya2, OMFP fluorescence dephosphorylation (OMFP is methylfluorescein phosphate); Potency, µM (highest dose often 76.9 µM), for inactives: top-dose activity, negative = inhibition, most hits filed as inhibitors; 0.006% of 330,000 active; further: potency means the concentration at half of the fitted maximal effect
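Eya2 (0.2 uM) preincubated 10 min at ambient with compound, then OMFP substrate added at 50 uM; 10 min reaction in 50 mM HEPES pH 7.5, 50 mM NaCl, 5 uM MgCl2, 0.05% BSA, 1 mM DTT. Fluorescence read at Ex 485/Em 525 nm.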
KCNH2 3.1 block: blocks the human KCNH2 3.1 channel isoform; activity change, % (tested at about 1.8 µM); AID 720553; U2OS KCNH2 3.1, thallium flux FluxOr; active compounds read low; 0.95% of 340,000 active;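 active means maximum activity change below -70%; inconclusive means maximum activity change from -70% to -50%; inactive means maximum activity change above -50%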;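 further: thallium influx rate constant from kinetic fluorescence after stimulation buffer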
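Thallium flux read-out: FluxOr dye with Red40 quencher in HBSS/HEPES, 45 min at RT. Rate constants from kinetic reads were normalized to positive and negative DMSO controls. Cells: U2OS virally expressing the 3.1 isoform.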
The depositor's hits bear a star; ? = inconclusive; / = no result given; & = joins results of further samples; [ ] = dose if it differs, or a comment. Unless noted, the call rests on the fitted dose curve; in most records, active means well fitted curve in the direction sought with a large enough effect; inconclusive means small, poorly fitted or top-dose-only effect, or another doubt; inactive means no such curve, though single readings can be large; an effect the other way counts as inactive or inconclusive. Unless noted, on the % scale 0 is the no-effect control and ±100 the full control effect.

SMILES | PKM2 activator | hERG WT inh | Coupling enz | BCR signal inh | B2AR arrestin | GALK inh | USP2a block | Giardia kill | uPA generation | Eya2 inh | KCNH2 3.1 block
Cc1cc(C(=O)NC(=S)Nc2cccc(NC(=O)C(C)C)c2)ccc1[N+](=O)[O-] | 0% | -18 | 0 | ? | 0.0% | -1% | 1% | 15 | 2% | -3% | 0
COC(=O)C1CCN(C(=O)COC(=O)/C=C/c2ccc(O)c(OC)c2)CC1 | / | -6 | / | ? | 0.3% | / | 5% | 0 | -3% | 3% | -8
CCCN1CCN(C(=O)C2CCN(c3ncnc4c3nc3n4CCCCC3)CC2)CC1 | -1%[0.46 µM] | -10 | -1 | -8% | 0.3% | 8% | 0% | 53[activator] | 4% | 4% | -3
Cc1ccc(C)c(-n2nnnc2SCC(=O)NNC(=O)c2ccco2)c1 | 2% | 5 | 6 | 0% | 0.2% | 0% | -1% | -10 | 11% | 0% | 1
COc1ccc(N(C(=O)COc2ccc(C)cc2)S(=O)(=O)c2ccc(C)cc2)cc1 | -7% | -6 | 1 | 5% | 0.3% | 0% | -1% | -7 | 2% | -1% | 2
CCc1nn(CCCC(=O)NCc2ccc(OC(C)C)cc2)c(=O)c2cc3occc3n12 | -3% | 3 | 4 | ? | -0.7% | -2% | -1% | 10 | -12% | 1% | 8
COc1ccccc1CC(=O)Nc1ccc(S(=O)(=O)N2CCN(C)CC2)cc1 | -1% | 1 | / | 5% | 0.6% | -3% | 4% | 1 | -4% | -1% | -9
COc1ccc2ncc(OC(C)=O)cc2c1 | -1% | 1 | 1 | 1% | -0.5% | 1% | 0% | -29 | 4% | -2% | -5
O=C(COC(=O)c1cccs1)Nc1ccccc1C(F)(F)F | 17% | -9 | -2 | ? | -0.2% | -3% | 0% | 0 | 9% | 6% | -1
COc1ccc(-c2c(NC(=O)CC(C)C)n(C)c3ccccc3c2=O)cc1OC | / | -16 | 0 | 3% | -0.1% | 0% | 5% | 2 | -4% | -7% | 0
COc1ccc(/C=N/NC(=O)c2cccc(NC(=O)c3ccccc3Cl)c2)c(OC)c1 | 14% | 4 | -2 | ? | -0.2% | -6% | 1% | 0 | -3% | 10% | -1
Cc1ccc(C(=O)C2=C(O)C(=O)N(c3ncccn3)C2c2ccc(F)cc2)o1 (stereo not given) | 0% | -12 | 0 | 15% | 0.0% | 6% | 1% | 11 | -2% | 4% | 1
CC(C)Nc1nc(-c2cccnc2)nc(-c2ccccc2)c1C#N | / | -4 | -2 | ? | -1.0% | / | -1% | 2 | -9% | 7% | 5
CCC1=C(OC(=O)N(CC)CC)N2C(=O)OC(=NCCc3c[nH]c4ccccc34)[C@]2(Cc2ccccc2)[C@H]2C1=CC[C@H]1C(=O)N(CC(=O)OC)C(=O)[C@H]12 | -2%&0% | -8 | -2&1 | ? | -0.3% | -2% | -2% | 5 | ? | -5% | 3
C=CCn1c(=O)c(C(=O)Nc2ccc(C)cn2)c(O)c2ccccc21 | -1% | -1 | 0 | 4% | 0.0% | 5% | 1% | -9 | 8% | ? | 3
Cc1ccc(NC(=O)CN2C(=O)N/C(=C\c3cccnc3)C2=O)cc1 | / | / | 6 | -1% | 0.5% | 9% | 0% | 0 | 4% | 2% | 16
COc1ccc(N(CC(=O)Nc2ccccc2F)S(=O)(=O)c2ccc(C)c([N+](=O)[O-])c2)cc1 | -2% | 7 | -4 | ? | 0.3% | 1% | -2% | 1 | 0% | -4% | -1
COc1ccccc1CNC(=S)Nc1ccc2nc(N3CCN(C)CC3)cc(C)c2c1 | ? | 4 | -6 | ? | 9.0% | 0% | -6% | -21 | -3% | 10% | -6
O=c1cc(CN2CCN(Cc3ccccc3)CC2)c2cc(Cl)ccc2o1 | 10% | 54 | 2 | 1% | -0.3% | 3% | 2% | -10 | 4% | 10% | ?
O=[N+]([O-])c1cccc(S(=O)(=O)c2ccc(NCCOCCO)c([N+](=O)[O-])c2)c1 | / | 7 | -1 | 2% | -0.3% | 0% | 3% | ? | -4% | -11% | 12

The final 2 records of the part before are carried over, then new ones follow.
SMILES | PKM2 activator | hERG WT inh | Coupling enz | BCR signal inh | B2AR arrestin | GALK inh | USP2a block | Giardia kill | uPA generation | Eya2 inh | KCNH2 3.1 block
O=c1cc(CN2CCN(Cc3ccccc3)CC2)c2cc(Cl)ccc2o1 | 10% | 54 | 2 | 1% | -0.3% | 3% | 2% | -10 | 4% | 10% | ?
O=[N+]([O-])c1cccc(S(=O)(=O)c2ccc(NCCOCCO)c([N+](=O)[O-])c2)c1 | / | 7 | -1 | 2% | -0.3% | 0% | 3% | ? | -4% | -11% | 12
CNC(=O)c1c2c(nc3ccc(Br)cc13)CCCC2 | 27% | 6 | 6 | 8% | -0.2% | -7% | -1% | -6 | -1% | 0% | /
O=C(c1ccccc1)N1CCn2c1nc1ccccc12 | 1% | 0 | 0 | 1% | -1.0% | 0% | 2% | 0 | -5% | -1% | 27
CCCCNC(=O)Cn1cnc2sc(C)c(S(=O)(=O)N3CCN(c4ncccn4)CC3)c2c1=O | 1% | -5 | 0 | -23% | -1.3% | -1% | 0% | 9 | 5% | 5% | -11
CCn1cc(C(=O)OC)c(=O)c2ccc(C)nc21 | 2% | -11 | 0 | 21% | -0.3% | -2% | 0% | 33[activator] | -1% | 4% | -10
COc1ccc(CNC(=O)c2cc(C3CC3)nc3c2cnn3C(C)C)cc1 | / | 0 | / | -4% | -1.4% | / | -6% | -6 | ? | -12% | 12
O=C(O)c1ccc(CNCc2cccc(Oc3ccccc3)c2)cc1 | / | -17 | 1 | -3% | -0.7% | 0% | 2% | 10 | 15% | ? | 7
Cc1cccc(NC(=O)c2ccc(-c3ccccc3[N+](=O)[O-])o2)c1 | -14% | 11 | -3 | ? | 0.0% | 2% | -6% | -10 | -4% | 4% | -24
COc1ccc(CC(=O)N(C)CC(=O)Nc2ccccc2SC)cc1 | 4% | -2 | -1 | -4% | 0.3% | 1% | -2% | 5 | / | 10% | 4
O/N=C1/CC/C(=N\O)c2nn(-c3ccccc3)nc21 | -15% | 3 | 0 | 5.8µM* | 0.0% | 0% | 1% | 8 | 2% | -3% | 5
CN(C)/C=N/C1=C(C#N)C(c2ccc(Br)cc2)c2ccc3ccccc3c2O1 (stereo not given) | / | -8 | -4 | ? | 0.4% | -3% | 0% | 21 | 1% | -13% | -21
CCOc1cc(C)c(S(=O)(=O)Nc2ccc(Cl)cn2)cc1C | 6% | 4 | 4 | 5% | -0.1% | 0% | 0% | 13 | / | 5% | 7
Cc1ccc(C(=O)NCCSc2ccc(Cl)cc2)cc1S(=O)(=O)Nc1ccccc1 | -9% | 5 | -6 | ? | -0.5% | / | -10% | -15 | ? | -6% | -23
CC1CC(=O)N(c2ccc(NCCc3ccc(O)cc3)c([N+](=O)[O-])c2)C1=O (stereo not given) | 2% | -2 | 1 | -3% | -0.4% | 5% | -1% | -5 | -8% | -7% | 18
Cn1cc(/C=C(\C#N)C(=O)Nc2ncc(Cc3cccc(Cl)c3)s2)c2ccccc21 | 5% | / | 0 | -23% | -0.3% | -2% | 5% | / | / | -3% | /
COc1ccc(N2C(=O)CC(N3CCN(S(=O)(=O)c4c(F)cccc4F)CC3)C2=O)cc1OC (stereo not given) | -7% | 5 | 7 | -5% | -0.5% | -1% | -2% | 28 | 4% | 6% | 2
CN1CCc2c(C#N)c(N3CCCCC3)nc(NCc3ccccc3)c2C1 | 9% | 6 | -26 | -1% | -1.0% | 3% | 1% | 23 | 2% | 8% | -12
Cc1ccc(S(=O)(=O)N2CCCCC2)cc1NC(=O)c1cnccn1 | / | -3 | / | 2% | -0.1% | / | 1% | -6 | -4% | 21% | 14
C=CCC[C@@H](Cc1ccc(F)cc1)C(=O)OC[C@@H](Cc1c[nH]c2ccccc12)NC(=O)[C@@H](CC=C)CC(=O)N[C@H](CO)Cc1ccccc1 | / | -6 | / | ? | 0.4% | / | -6% | ? | 6% | 2% | 1
O=C(NCCN1C(=O)S/C(=C\c2cccs2)C1=O)[C@H](Cc1ccccc1)N1C(=O)c2ccccc2C1=O | -1% | / | 0 | 4% | 0.0% | -1% | -1% | / | / | -8% | /
COc1ccc(C(=O)/C=C\c2ccc(NC(=O)c3cccs3)cc2)cc1 | 1% | 17 | 5 | -22% | -0.7% | 0% | 2% | -8 | -11% | 11% | -12
C=CCOC(=O)C1=C(C)OC(N)=C(C#N)C1c1ccc(OC)c(CSc2ccccn2)c1 (stereo not given) | 6% | -25 | -2 | ? | 0.1% | -3% | -1% | -2 | -2% | -7% | -10
CCCNC(=O)c1ccc(COc2ccc(CCC)cc2OC)o1 | / | -7 | 3 | -16% | -0.3% | 4% | 2% | -1 | 3% | ? | -8
COc1ccc(C(=O)Nc2cccc(C(=O)N3CCCCC3)c2)cc1 | 0% | -8 | / | ? | 0.3% | -9% | -2% | 0 | 4% | -4% | 0
Cc1ccc(CN2CCN(Cc3c(C)nn(-c4ccc(F)cc4)c3C)CC2CCO)o1 (stereo not given) | 0% | 4 | 1 | 10% | -0.1% | -2% | 1% | -2 | 0% | -28% | -6
